# IDE cell activ = IDE (human) activation, cell-based; HEK cells, FAbeta-B cleavage, fluorescence polarization; 0% vehicle, 100% cell-free pure enzyme wells; activation, % at 5.96 µM; 0.073% of 340,000 active; P14735;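 active = activation above the mean of all tested compounds plus 3 SD, set per screening campaign, cut at about 17% in these data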
# Target sequence (P14735 whole entry, looked up): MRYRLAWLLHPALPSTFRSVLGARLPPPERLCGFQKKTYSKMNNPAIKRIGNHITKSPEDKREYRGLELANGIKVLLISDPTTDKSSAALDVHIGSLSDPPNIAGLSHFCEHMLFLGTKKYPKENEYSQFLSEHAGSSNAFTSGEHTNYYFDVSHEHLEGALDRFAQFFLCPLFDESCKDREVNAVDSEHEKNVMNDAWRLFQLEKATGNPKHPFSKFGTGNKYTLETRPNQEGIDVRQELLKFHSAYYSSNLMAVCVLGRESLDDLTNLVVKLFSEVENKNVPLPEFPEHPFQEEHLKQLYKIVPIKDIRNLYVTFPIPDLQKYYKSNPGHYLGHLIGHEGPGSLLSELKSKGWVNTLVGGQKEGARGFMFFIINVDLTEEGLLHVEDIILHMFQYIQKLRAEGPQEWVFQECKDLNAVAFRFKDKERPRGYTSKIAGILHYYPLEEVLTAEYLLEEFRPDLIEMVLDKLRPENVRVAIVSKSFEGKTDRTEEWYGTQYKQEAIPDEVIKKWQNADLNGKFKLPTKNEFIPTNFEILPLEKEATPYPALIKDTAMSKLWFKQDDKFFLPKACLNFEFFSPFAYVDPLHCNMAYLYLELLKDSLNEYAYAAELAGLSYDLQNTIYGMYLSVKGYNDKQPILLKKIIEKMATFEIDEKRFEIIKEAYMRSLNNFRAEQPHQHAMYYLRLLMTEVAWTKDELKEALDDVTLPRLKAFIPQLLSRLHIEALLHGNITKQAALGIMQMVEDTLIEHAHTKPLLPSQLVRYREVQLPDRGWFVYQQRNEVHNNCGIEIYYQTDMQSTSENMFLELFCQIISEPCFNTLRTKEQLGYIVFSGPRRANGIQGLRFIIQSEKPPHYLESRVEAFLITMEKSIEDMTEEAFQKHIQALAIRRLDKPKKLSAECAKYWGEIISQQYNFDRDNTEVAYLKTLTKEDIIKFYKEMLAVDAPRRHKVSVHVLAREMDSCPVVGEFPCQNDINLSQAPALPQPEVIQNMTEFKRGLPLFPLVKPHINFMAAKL
# PHOSPHO1 block = PHOSPHO1 (human) inhibition | inhibition, % at 13.3 µM | 1.1% of 290,000 active | recombinant PHOSPHO1, absorbance phosphatase assay; in the data active = inhibition above about 60%
# SUMO HTRF inh = SUMOylation inhibition; P63279; HTRF SUMOylation assay, SAE1/SAE2 + UBC9, in vitro; inhibition, % at 35 µM; 0.36% of 290,000 active; in the data active = inhibition above about 50%, passing the limit was not always enough; also: strong numbers were not always called active
# NS3 helicase inh = inhibitors of Hepatitis C virus NS3 helicase | AID 1800 | NS3 helicase DNA unwinding, Cy5 molecular beacon fluorescence | inhibition, % at 10.9 µM | 0.56% of 290,000 active;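 active = inhibition above the mean of all tested compounds plus 3 SD, set per campaign, cut at about 35% in these data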;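 also: 0% = DMSO wells and 100% = thioflavine S control wells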
#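 test system = hepatitis C virus NS3 helicase domain fragment enzyme | reagent = annealed dual-labelled DNA beacon duplex, ATP-started | times = 1 h at 25 °C | detection = Cy5 fluorescence, 0 and 60 min reads | read-out basis = percent inhibition from t60/t0 fluorescence ratio | control set = DMSO and thioflavine S | replication = one well per compound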
# IMP-1 inhibitor = blocks Pseudomonas aeruginosa IMP-1 metallo-beta-lactamase. inhibition, % at 5.6 µM. 0.45% of 290,000 active. purified IMP-1, nitrocefin hydrolysis, epi-absorbance fluorescence;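 active = inhibition above the mean plus 3 SD of all compounds in the same screening run, cut at about 4.5% in these data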;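 also: 0% = IMP-1 with DMSO and 100% = DMSO wells lacking enzyme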
#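 System: Purified IMP-1 | Read-out basis: Percent enzyme inhibition | Controls: IMP-1 with DMSO as 0%, enzyme-free DMSO as 100% | Replicates: One well per compound | Doses: 5.6 µM nominal single concentration | Detection: Epi-absorbance fluorescence, 480 nm excitation, 530 nm emission | Incubation: 25 °C, 15 min preincubation, 25 min reaction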
# VIM-2 inh = blocks Pseudomonas aeruginosa VIM-2 metallo-beta-lactamase. inhibition, % at 5.6 µM. purified VIM-2, nitrocefin hydrolysis, epi-absorbance fluorescence. 0.89% of 290,000 active;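 active = inhibition above the mean of all tested compounds plus 3 SD, cutoff set per screening run, cut at about 7.5% in these data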;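 also: red hydrolysis product quenches plate fluorescence so inhibitors raise well fluorescence; 0% = enzyme with DMSO and 100% = DMSO without enzyme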
# pCIP destab = compounds decreasing mouse p/CIP protein stability; Q05BA5; decrease of EGFP signal, % at 10 µM; F442A p/CIP-EGFP cells, EGFP fluorescence, 16 h; 0.01% of 290,000 active;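 active = EGFP signal decrease of at least 30% at 10 µM or well 3 SD below plate mean, unless failing retest; inactive = the rest, including hits failing retest or dose response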; also: some compounds called inactive have numbers as strong as hits; many of its hits are not listed in these tables
# MEKK3 PB1 HTS = modulators (inhibitors or enhancers) of MEK5 binding to human MEKK3 PB1 domain; Q99759; bead-based flow cytometry, Alexa488-MEK5 binding to MEKK3; actives lie on both sides; 0 = blocked by unlabeled MEK5, 100 = vehicle; binding response (% of control), % at 10 µM; 1.4% of 290,000 active;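 active = binding response more than 3 SD above or below the average of its plate-row segment, actives on both sides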;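 also: Alexa488 bead fluorescence after subtracting the streptavidin-only scavenger bead signal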
# FID counter = fluorescent intercalator displacement, NS3 helicase counter-screen; DNA fluorescent intercalator displacement, fluorescence; inhibition, % at 7.9 µM; 0.17% of 290,000 active; AID 1845; in the data active = inhibition above about 37%;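 also: 0% = vehicle and 100% = reference compound; higher means more ethidium bromide displaced from hairpin DNA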
# * hit, by the source's call; · = no result given. The list is partial; rates above refer to the full screens.
# Codes – A = IDE cell activ; B = PHOSPHO1 block; C = SUMO HTRF inh; D = NS3 helicase inh; E = IMP-1 inhibitor; F = VIM-2 inh; G = pCIP destab; H = MEKK3 PB1 HTS; I = FID counter
> O=C(COc1ccc(-c2ccccc2)cc1)N/N=C/c1cc(O)ccc1Br
  A = 1 | B = -12 | C = -10 | D = 37* | E = -2.5 | F = -1.4 | G = 10 | H = 101 | I = -17
> CCOC(=O)C1=C(C)OC(N)=C(C#N)C1c1cc2cc(C)ccc2nc1N1CCCCC1 (stereo unspecified)
  A = 2 | B = -11 | C = 24 | D = 3 | E = -0.3 | F = -2.3 | G = 12 | H = 100 | I = -13
> O=C(CSc1nnnn1-c1ccc(O)cc1)N1N=C(c2ccc3ccccc3c2)CC1c1ccccc1 (stereo unspecified)
  A = · | B = 8 | C = 11 | D = 15 | E = -2.8 | F = -2.5 | G = 3 | H = 105 | I = -4
> COc1cccc(NC(=S)NN2C(C)CCCC2C)c1 (stereo unspecified)
  A = 4 | B = 8 | C = -9 | D = -3 | E = -4.0 | F = 0.6 | G = -2 | H = 132* | I = -9
> Cc1ccc(-c2nc(=S)c3c(n2Cc2ccco2)CC(C)(C)OC3)cc1
  A = -1 | B = -72 | C = 39 | D = 8 | E = -2.9 | F = -2.1 | G = -12 | H = 103 | I = -8
> C/C(=N/NC(=O)c1ccc(Br)o1)c1cccs1
  A = 1 | B = 8 | C = 6 | D = -2 | E = -2.3 | F = -0.7 | G = 1 | H = 102 | I = -9
> Cc1ccc(OCCNC(=O)c2ccc3ccccc3n2)cc1
  A = -1 | B = 37 | C = -28 | D = 4 | E = -1.0 | F = -1.6 | G = -1 | H = 101 | I = -29
> CCN(CC)C(=O)c1c(-c2ccccc2)oc2ccc(O)cc12
  A = 1 | B = · | C = 9 | D = -6 | E = -2.1 | F = 0.2 | G = -7 | H = 99 | I = -13
> Cc1ccc(C)c(NC(=S)NNC(=O)c2ccco2)c1
  A = 6 | B = 1 | C = -2 | D = 1 | E = -3.4 | F = -1.4 | G = -8 | H = 87 | I = -3
> COC(=O)c1sccc1NC(=S)N1CCN(c2cccc(C)c2C)CC1
  A = -3 | B = -15 | C = -11 | D = 5 | E = -1.9 | F = -3.0 | G = -3 | H = 99 | I = -1
> O=C(OCCC1Oc2cccnc2NC1=O)c1ccc(F)cc1 (stereo unspecified)
  A = 4 | B = -4 | C = 1 | D = 3 | E = 0.1 | F = 1.0 | G = 2 | H = 99 | I = -7
> CC(C)OC(=O)CC(=O)CSc1nc2c(c(-c3cccs3)c1C#N)CCC2
  A = -1 | B = 19 | C = 26 | D = 28 | E = -1.5 | F = -1.2 | G = 2 | H = 108 | I = -10
> CCOC(=O)c1c(NC(=O)C(C)NCc2ccco2)sc2c1CCC(C)C2 (stereo unspecified)
  A = 0 | B = 12 | C = -14 | D = -10 | E = -3.0 | F = 0.5 | G = 2 | H = 109 | I = -14
> ONC(=Nc1ccccc1)C(=Nc1ccccc1)NO
  A = 0 | B = 17 | C = 23 | D = -1 | E = -3.6 | F = -4.4 | G = 4 | H = 105 | I = -6
> N#Cc1ccccc1NC(=O)c1cc(=O)c2ccccc2o1
  A = 4 | B = 23 | C = -2 | D = 12 | E = -2.0 | F = -1.8 | G = 9 | H = 104 | I = 1
> CCn1cc(C(=O)NCCCOC)c(=O)c2cc(S(=O)(=O)N3CCCC3)ccc21
  A = -5 | B = 48 | C = -3 | D = 1 | E = -1.9 | F = -2.9 | G = -17 | H = 103 | I = -24
> CCOC(=O)c1ccc(NNC(=O)CC)c([N+](=O)[O-])c1
  A = 0 | B = 19 | C = 5 | D = -5 | E = -0.5 | F = 0.0 | G = 1 | H = 108 | I = -3
> CC(=O)Nc1cccc(NC(=O)CSc2nnc(Cc3cccn3C)n2-c2ccc(C)cc2)c1
  A = 1 | B = 52 | C = 2 | D = 23 | E = 0.8 | F = -1.2 | G = -8 | H = 101 | I = -42
> CC(C)(C)c1ccc(SCCc2ccccn2)cc1
  A = 5 | B = 40 | C = 0 | D = 5 | E = -3.5 | F = -4.0 | G = -7 | H = 103 | I = -5
> Cc1ccc(N2C(=O)CC(NCc3ccc4c(c3)OCO4)C2=O)cc1Cl (stereo unspecified)
  A = 1 | B = 12 | C = 18 | D = 3 | E = 2.1 | F = -2.9 | G = 4 | H = 100 | I = -9
> O=[N+]([O-])c1ccc(-c2nc(-c3cccs3)c(-c3cccs3)[nH]2)cc1
  A = 2 | B = 37 | C = -35 | D = 21 | E = 0.9 | F = 1.3 | G = -12 | H = 96 | I = -2
> Cc1cccc(OCC(=O)Nc2ccc(CN3CCOCC3)cc2)c1C
  A = 3 | B = -12 | C = 5 | D = -20 | E = -2.0 | F = -2.1 | G = 4 | H = 101 | I = -1
> CCOC(=O)c1cccc(S(=O)(=O)N(CCO)Cc2cc3cc(OC)ccc3[nH]c2=O)c1
  A = 8 | B = 34 | C = -4 | D = -8 | E = -3.1 | F = -0.6 | G = -7 | H = 106 | I = -16
> CCOC(=O)C1=C(N)N(c2ccccc2)C2=C(C(=O)CCC2)C1c1cccnc1 (stereo unspecified)
  A = 1 | B = -25 | C = 1 | D = -12 | E = -0.8 | F = -4.7 | G = -16 | H = 94 | I = -15
> COCCNC(=S)Nc1ccc2[nH]c(=O)[nH]c2c1
  A = 0 | B = 30 | C = 26 | D = 7 | E = -3.3 | F = -4.0 | G = -7 | H = 94 | I = 3
> Cc1ccc(C)c(CSc2nnc(C)c(=O)n2N)c1
  A = 4 | B = 37 | C = 14 | D = 0 | E = -4.0 | F = -3.9 | G = -14 | H = 110 | I = 7
> C=CCC1(CC=C)CCCN1C(=O)CC1C(=O)NCCN1Cc1ccc(OC)c(OC)c1 (stereo unspecified)
  A = 9 | B = 5 | C = -6 | D = -1 | E = -1.4 | F = -1.4 | G = 0 | H = 108 | I = -41
> COc1cc(F)ccc1CN1CCC(n2nccc2NC(=O)C2CCOC2)CC1 (stereo unspecified)
  A = 4 | B = 36 | C = 12 | D = -4 | E = -1.6 | F = -0.1 | G = -8 | H = 102 | I = 4
> Cc1c(NP(=O)(Oc2ccccc2F)Oc2ccccc2F)c(=O)n(-c2ccccc2)n1C
  A = -2 | B = -14 | C = -4 | D = 2 | E = -0.4 | F = -3.6 | G = -6 | H = 99 | I = -16
> CSc1nc2c(c(=O)[nH]1)C(c1cccc(Cl)c1Cl)CC(=O)N2 (stereo unspecified)
  A = · | B = 20 | C = 9 | D = 2 | E = -2.9 | F = -1.3 | G = -7 | H = 114 | I = 9
> CCOc1ccc(OCC)c(S(=O)(=O)n2cnc(C)c2)c1
  A = 5 | B = 8 | C = -4 | D = -2 | E = -0.5 | F = -1.7 | G = -5 | H = 97 | I = -9
> COc1ccccc1OCCNC(=O)c1cc(=O)[nH]c2ccccc12
  A = 4 | B = -17 | C = 5 | D = 0 | E = -2.0 | F = -1.1 | G = 8 | H = 91 | I = -8
> CCCCSc1nc2c(cc1C#N)CCC2
  A = 2 | B = 7 | C = -6 | D = 5 | E = -5.3 | F = -4.0 | G = -6 | H = 99 | I = 3
> Nn1c(-c2ccccn2)nnc1-c1ccccn1
  A = 3 | B = 0 | C = -1 | D = 2 | E = 0.9 | F = -0.5 | G = 1 | H = 100 | I = -5
> O=c1c2ccccc2nc(SCc2nnc(-c3ccccc3)o2)n1-c1ccc(F)cc1F
  A = 2 | B = -11 | C = -1 | D = -13 | E = -0.4 | F = -0.8 | G = -10 | H = 96 | I = -24
> COc1ccc(N(/N=C2\Sc3ccccc3C2=O)C(C)=O)cc1
  A = 3 | B = 16 | C = 6 | D = 5 | E = -3.1 | F = -0.8 | G = 1 | H = 94 | I = 5
> Cc1cc([N+](=O)[O-])nn1CCCC(=O)Nc1sc2c(c1C(N)=O)CCC(C)C2 (stereo unspecified)
  A = -1 | B = -7 | C = 10 | D = 3 | E = -2.3 | F = -2.6 | G = -8 | H = 106 | I = -6
> CCOC(=O)C(Cc1ccccc1)NC(=O)CNC(=O)CNC(=O)OCc1ccccc1 (stereo unspecified)
  A = -3 | B = -9 | C = 3 | D = -3 | E = -2.0 | F = -0.4 | G = 1 | H = 96 | I = -27
> Cc1ccc(-c2cc(C(=O)N/N=C/c3ccco3)[nH]n2)cc1
  A = -2 | B = 31 | C = 5 | D = 5 | E = -4.6 | F = -3.3 | G = -13 | H = · | I = -3
> Cc1ccc(NS(=O)(=O)c2cc3[nH]c(=O)c(=O)[nH]c3cc2C)c(C)c1
  A = 3 | B = 12 | C = 17 | D = 0 | E = -3.2 | F = -2.0 | G = 0 | H = 97 | I = -11
> COc1cc(-c2nc(C(F)(F)F)c(OC)o2)cc(OC)c1OC
  A = 3 | B = -24 | C = 10 | D = 11 | E = -2.8 | F = -3.8 | G = -14 | H = 108 | I = -3
> Cn1c(C(=O)N2CCCC(C(=O)NCCN3CCOCC3)C2)cc2sccc21 (stereo unspecified)
  A = -1 | B = 3 | C = -14 | D = -4 | E = -1.2 | F = -2.6 | G = -2 | H = 96 | I = 1
> COc1ccc(-n2nc(C(=O)NCC(=O)N3CC(C)CC(C)C3)c3ccccc3c2=O)c(OC)c1 (stereo unspecified)
  A = -1 | B = -3 | C = -7 | D = 11 | E = -1.6 | F = -0.8 | G = 0 | H = 99 | I = -43
> CC(Sc1nnc2c(n1)C1(C)CCC2C1(C)C)C(=O)Nc1ccccc1 (stereo unspecified)
  A = -3 | B = -14 | C = -12 | D = -2 | E = -2.7 | F = -5.3 | G = -2 | H = 90 | I = -28

# Some of these compounds in order of formula weight, rising.
# Codes – A = IDE cell activ; B = PHOSPHO1 block; C = SUMO HTRF inh; D = NS3 helicase inh; E = IMP-1 inhibitor; F = VIM-2 inh; G = pCIP destab; H = MEKK3 PB1 HTS; I = FID counter
> CCCCSc1nc2c(cc1C#N)CCC2
  A = 2 | B = 7 | C = -6 | D = 5 | E = -5.3 | F = -4.0 | G = -6 | H = 99 | I = 3
> Nn1c(-c2ccccn2)nnc1-c1ccccn1
  A = 3 | B = 0 | C = -1 | D = 2 | E = 0.9 | F = -0.5 | G = 1 | H = 100 | I = -5
> COc1ccccc1OCCNC(=O)c1cc(=O)[nH]c2ccccc12
  A = 4 | B = -17 | C = 5 | D = 0 | E = -2.0 | F = -1.1 | G = 8 | H = 91 | I = -8
> Cc1ccc(NS(=O)(=O)c2cc3[nH]c(=O)c(=O)[nH]c3cc2C)c(C)c1
  A = 3 | B = 12 | C = 17 | D = 0 | E = -3.2 | F = -2.0 | G = 0 | H = 97 | I = -11
> CC(Sc1nnc2c(n1)C1(C)CCC2C1(C)C)C(=O)Nc1ccccc1 (stereo unspecified)
  A = -3 | B = -14 | C = -12 | D = -2 | E = -2.7 | F = -5.3 | G = -2 | H = 90 | I = -28
> Cc1cc([N+](=O)[O-])nn1CCCC(=O)Nc1sc2c(c1C(N)=O)CCC(C)C2 (stereo unspecified)
  A = -1 | B = -7 | C = 10 | D = 3 | E = -2.3 | F = -2.6 | G = -8 | H = 106 | I = -6
> COc1ccc(-n2nc(C(=O)NCC(=O)N3CC(C)CC(C)C3)c3ccccc3c2=O)c(OC)c1 (stereo unspecified)
  A = -1 | B = -3 | C = -7 | D = 11 | E = -1.6 | F = -0.8 | G = 0 | H = 99 | I = -43

# Source: PubChem BioAssay (several laboratories)
